Screening data from PubChem BioAssay.
CCR6 antag – antagonists of human CCR6 receptor; CHO-K1 CCR6 PathHunter beta-arrestin, luminescence, CCL20-stimulated; 0.49% of 340,000 active; inhibition, % at 20 µM;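 active = compounds whose inhibition of the agonist-driven luminescence signal at 20 µM reaches about 50%, limit read from the data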;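 also: cells stimulated with CCL20 at 14 nM final; plate controls were DMSO with CCL20 for no effect and DMSO without agonist for full effect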
Gli-Sufu block – blocks Gli-Sufu signaling in a luciferase reporter; Sufu-KO-LIGHT fibroblasts, Gli luciferase reporter luminescence; inhibition, % at 5 µM; 0.74% of 340,000 active; AID 588413;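 active = inhibition above about 55%, limit read from the data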;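 also: 0% = DMSO-treated cells and 100% = wells with medium but no cells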
A3G deaminase – APOBEC3G (human) deaminase inhibition. Q9HC16. recombinant A3G, ssDNA deamination FAM/TAMRA fluorescence. inhibition, % at 20 µM. 0.28% of 330,000 active. AID 493012;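 active = inhibition of at least 40% at 20 µM, with no more than 30% in the related APOBEC3A deaminase screen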;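 also: plate controls were DMSO wells with A3G for no effect and wells lacking A3G enzyme for full effect; some compounds called inactive have numbers as strong as hits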
CXCR6 block – inhibitors of human CXCR6 receptor; 0.36% of 360,000 active; inhibition, % at 20 µM; CHO-K1 PathHunter CXCR6 beta-arrestin, luminescence; in the data active = inhibition above about 34%, passing the limit was not always enough;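 also: antagonist mode with CXCL16 agonist at 10 nM final; 0% = 10 nM CXCL16 with DMSO and 100% = unstimulated wells without agonist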
Target sequence (O00574 whole entry, looked up): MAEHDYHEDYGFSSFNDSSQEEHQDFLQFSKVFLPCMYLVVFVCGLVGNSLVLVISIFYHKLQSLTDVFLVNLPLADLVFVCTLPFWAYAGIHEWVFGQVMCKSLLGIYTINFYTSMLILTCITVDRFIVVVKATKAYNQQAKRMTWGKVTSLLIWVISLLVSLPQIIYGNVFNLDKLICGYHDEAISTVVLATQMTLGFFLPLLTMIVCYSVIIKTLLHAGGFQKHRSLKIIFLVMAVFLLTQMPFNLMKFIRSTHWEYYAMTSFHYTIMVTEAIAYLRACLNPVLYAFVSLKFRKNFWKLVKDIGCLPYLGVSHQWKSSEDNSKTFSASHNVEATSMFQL
NR3A LBD binder – modulates the human NR3A ligand-binding domain; NR3A LBD differential scanning fluorimetry, Tm shift; 0% = protein alone, 100% = glycine-bound protein; Tm shift relative to glycine control, % at 25 µM; 2.5% of 340,000 active; AID 1259313;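 active = melting temperature shift of at least 10% of the positive control shift, at one fixed dose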
EBI2 antag – EBI2 (human) antagonism | P32249 | EBI2 beta-arrestin recruitment, luminescence, 7a,25-OHC stimulated | inhibition, % at 5 µM | 0.81% of 360,000 active | AID 651636; in the data active = inhibition above about 38%;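 also: enzyme fragment complementation signal reports receptor beta-arrestin coupling in cells; 0% = agonist plus DMSO wells and 100% = wells without agonist; some results beyond the cut were filed as inactive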
Target sequence (P32249 whole entry, looked up, the tested form may be a part): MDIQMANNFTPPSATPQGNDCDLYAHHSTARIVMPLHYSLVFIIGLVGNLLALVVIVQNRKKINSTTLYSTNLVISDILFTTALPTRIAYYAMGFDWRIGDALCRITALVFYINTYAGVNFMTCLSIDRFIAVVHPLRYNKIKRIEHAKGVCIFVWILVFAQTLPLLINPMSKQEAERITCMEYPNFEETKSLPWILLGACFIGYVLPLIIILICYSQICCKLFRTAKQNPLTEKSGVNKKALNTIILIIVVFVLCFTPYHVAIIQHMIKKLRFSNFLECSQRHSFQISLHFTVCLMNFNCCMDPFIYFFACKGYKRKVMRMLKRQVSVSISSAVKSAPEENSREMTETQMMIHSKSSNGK
MPTP inh – permeability transition pore inhibition. isolated mouse mitochondria, Ca2+ swelling absorbance, 30 min. inhibition, % at 10 µM. 1.4% of 360,000 active;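 active = inhibition of 50% or more, scaled per plate between neutral and stimulator controls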;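 also: 0% = DMSO wells given calcium and 100% = 1 mM EGTA wells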
APOBEC3A inh – inhibitors of human APOBEC3A DNA deaminase; inhibition, % at 20 µM; P31941; 0.41% of 330,000 active; recombinant A3A, FAM/TAMRA ssDNA deamination fluorescence;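 active = at least 40% inhibition at 20 µM here, with at most 30% in a related deaminase screen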;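 also: plate controls were A3A with DMSO for no effect and wells lacking A3A enzyme for full effect; some results filed as inactive read as strong as hits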
Target sequence (P31941 whole entry, looked up): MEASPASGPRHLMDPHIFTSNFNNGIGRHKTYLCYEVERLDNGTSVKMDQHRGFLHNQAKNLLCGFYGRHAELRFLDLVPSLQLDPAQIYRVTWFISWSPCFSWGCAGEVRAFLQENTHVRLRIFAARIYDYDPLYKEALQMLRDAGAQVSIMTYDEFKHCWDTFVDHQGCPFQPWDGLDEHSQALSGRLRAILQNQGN
* hit, by the source's call; . = no result given.

The line under a structure holds: CCR6 antag	Gli-Sufu block	A3G deaminase	CXCR6 block	NR3A LBD binder	EBI2 antag	MPTP inh	APOBEC3A inh
> Cc1ccc(NC(=S)NCc2ccccn2)cc1
  -1.7	-0.5	0.2	-4.5	-0.5	-5.7	3.3	-1.0
> CCc1ccc(S(=O)(=O)Nc2ccccn2)cc1
  -4.0	24.4	-6.1	-3.1	0.1	-7.7	2.1	-5.2
> O=C(CN1CCCCC1)NCC(=O)Nc1ccc(F)c(F)c1F
  4.2	0.1	-5.8	2.8	1.8	3.0	-1.2	-0.3
> Cn1c2c(c(=O)n(C)c1=O)C(c1ccc(Br)cc1)C(C#N)=C(N)N2 (centres undefined)
  18.2	-0.1	-4.8	15.1	-2.8	-7.0	0.7	-7.0
> CCC(C)NC(=S)Nc1ccccc1 (centres undefined)
  0.2	-18.8	0.7	7.1	7.7	-14.4	-0.2	1.4
> Cc1ccc(NC(=O)c2ccc(C#CC3(O)CCCCC3)cc2)cc1C
  -0.8	2.1	-3.9	4.2	-0.7	25.2	0.1	0.7
> Cc1cc(C)n2c(SC/C(O)=C(\C#N)c3nc4ccccc4[nH]3)nnc2n1
  15.5	3.9	25.9	-2.4	-2.1	-10.3	0.8	12.7
> O=C(CN1CCN(C(=O)c2cccc(-n3cnnn3)c2)CC1)Nc1ccccc1Cl
  5.8	0.2	2.0	-10.5	1.2	-9.2	0.4	1.2
> COc1cccc(OC)c1C(=O)NCCSC1CCCCC1
  8.7	-1.9	-2.5	-2.9	1.0	-8.6	1.6	-4.6
> CCN(CC(=O)NCc1cccs1)C(=O)c1ccc(-c2cccc(C(F)(F)F)c2)o1
  1.9	-0.9	-5.0	1.3	-0.1	-4.7	-0.8	-2.0
> Cc1ccc(C)c(S(=O)(=O)Nc2cc(C)on2)c1
  -4.8	-17.2	-6.7	-10.7	-0.8	-0.8	-0.5	1.6
> CCN(CC)CCCN(Cc1cc2cc3c(cc2[nH]c1=O)OCO3)C(=S)Nc1ccc(OC)cc1
  21.8	39.4	-7.8	4.9	-0.8	5.6	-0.6	-1.9
> CCc1ccc(N(C(=O)c2csnn2)C(C(=O)NCc2ccccc2)c2ccco2)cc1 (centres undefined)
  2.1	5.8	-2.8	8.0	-0.8	4.0	0.2	-2.7
> COc1ccc(-c2cc(C)no2)cc1S(=O)(=O)N1CCN(c2ccccn2)CC1
  11.2	-5.9	-5.4	-2.9	-12.8	9.0	-1.1	-3.2
> Cc1ccccc1C(=O)NCC(=O)O
  4.9	-5.8	0.3	1.3	-0.9	-5.0	-0.1	1.4
> O=C(CSc1n[nH]c(=O)[nH]c1=O)c1cccc([N+](=O)[O-])c1
  3.5	-13.8	-2.5	3.6	-1.3	-3.3	1.6	0.4
> COC(=O)C1=C(C(=O)OC)[C@@H]2N(Cc3ccccc3)c3ccccc3[C@@]23C[C@@H](C(=O)OC)N(C(=O)NC2CCCCC2)C3=N1
  -7.2	6.7	-3.6	3.2	-0.9	8.1	-0.1	-1.2
> CN(Cc1ccc(F)cc1)C(=O)CNC(=O)C1CCCCC1
  4.5	4.8	1.5	-6.4	0.2	-2.6	-1.2	3.1
> O=C(CCS(=O)(=O)c1ccccc1)NC12CC3CC(CC(C3)C1)C2
  24.5	-89.2	-1.6	6.3	-0.8	3.8	-1.7	-3.4
> COc1ccc(NC(=O)COc2ccc(/C=N/NC(=O)c3cccnc3)cc2OC)cc1
  27.1	-1.1	-8.6	-3.4	1.0	-1.1	0.8	-1.6
> CCS(=O)(=O)c1nc2ccccc2n1Cc1ccccn1
  12.2	0.9	-1.6	-11.7	-1.6	2.5	-0.5	-0.5
> O=C(c1ccccc1)N1CCN(C(=O)c2nn3c(C(F)(F)F)cc(-c4ccco4)nc3c2Cl)CC1
  7.7	4.8	-9.2	4.1	-2.1	0.0	0.2	-2.8
> O=C1Nc2ccccc2C(O)(C(=O)NCc2ccc3c(c2)OCO3)N1c1ccccc1 (centres undefined)
  -8.4	1.2	-0.9	-0.2	0.3	0.0	-0.7	-0.5
> CC(Sc1nnc(-c2ccco2)o1)C(=O)Nc1ccc(OC(F)F)cc1 (centres undefined)
  -3.8	2.0	-4.5	1.0	1.1	3.5	-0.1	-0.3
> CC(C)(C)C1CCC(=NNC(=O)C(=O)NCc2cccnc2)CC1 (centres undefined)
  7.9	19.2	-7.4	-4.8	-0.7	-0.6	2.5	4.2
> Cc1ccc(NC(=O)CCC(=O)NNC(=O)c2ccco2)cc1C
  4.2	1.1	0.0	-5.2	0.3	-3.4	-1.5	3.2
> Cc1ccc(NC(=O)C(CC(C)C)NC(=O)C2CCC(C)CC2)nc1 (centres undefined)
  3.0	8.0	-4.2	3.2	0.3	1.1	-0.5	-3.7
> COC(=O)c1[nH]c2cc(OC)c(OC)cc2c1/C=N/Nc1ccccc1
  -15.4	3.9	-9.0	-11.1	-22.4	9.6	3.6	-3.9
> COc1ccc(C=NNc2ccc([N+](=O)[O-])cn2)cc1
  9.2	-80.4	.	0.7	3.4	-0.8	0.1	.
> COc1ccc(Cl)cc1N(CC(=O)NC(C(C)C)C(C)C)S(C)(=O)=O
  -4.8	4.8	-6.0	7.1	-9.7	-2.9	1.0	-0.7
> O=C(c1nc[nH]c1C(=O)N1CCc2ccccc2C1)N1CCc2ccccc2C1
  8.7	-10.1	-3.4	1.3	0.0	14.1	0.8	-2.4
> Cn1c(CCNC(=O)c2ccco2)nc2ccccc21
  2.8	-10.9	-1.0	3.8	0.4	-6.2	-1.6	-3.1
> O=C(Nc1ccc(F)cc1)c1ccc(S(=O)(=O)N2CCOCC2)o1
  2.9	4.4	-2.8	4.1	1.4	0.0	4.3	-0.2
> COc1ccc(-c2ccc(N)cn2)cn1
  4.8	-22.4	2.0	-7.3	2.1	-5.2	-0.8	-2.6
> O=C(NCCS(=O)(=O)N1CCC2(CC1)OCCO2)c1ccc(F)cc1
  15.5	-5.2	-4.6	-6.7	-0.9	-3.2	-0.8	-0.3
> C/C(N)=C(\C#N)C(=O)NCc1ccccn1
  -14.4	-12.6	-0.7	6.7	0.1	-6.9	-0.4	1.8
> Cc1ccc(S(=O)(=O)NCc2nnc(SCC(=O)Nc3cccc(C)c3C)n2C)cc1
  -17.9	2.6	-5.6	-0.2	-1.5	0.0	-1.4	1.1
> CCc1cc(C(=O)Cc2nc3ccccc3s2)c(O)cc1OCC(=O)O
  15.4	3.9	-4.2	-1.7	-1.6	1.9	-0.1	-0.7
> CCOC(=O)c1c(C)[nH]c(C)c1C(=O)CN1C(=O)NC2(CCC(C)CC2)C1=O (centres undefined)
  1.9	5.1	-4.7	6.2	-2.8	-12.8	-0.1	-2.9
> CCc1nnc(NC(=O)CCC(=O)NCc2ccccc2Cl)s1
  -0.8	-3.4	-6.0	-0.2	-1.4	10.5	-1.0	-5.4
> CN(C)N1C(N)=C(C#N)C(c2cccnc2)C2=C1CC(C)(C)CC2=O (centres undefined)
  -13.7	3.1	-8.0	-5.5	-2.8	-0.9	-1.4	-4.3
> CCOc1ccc(C(Nc2ccc(C)cc2)P2(=O)OCCCO2)cc1 (centres undefined)
  9.2	-20.6	-8.7	1.5	0.2	9.6	4.9	-5.1
> Cc1sc(NC(=O)CS(=O)(=O)c2ccccc2)c(C#N)c1C
  5.7	-14.9	-11.3	9.1	2.2	-3.0	1.0	-4.9
> CCN(C(=O)CSc1cc(C)c2ccccc2n1)C1CCS(=O)(=O)C1 (centres undefined)
  -4.3	-2.4	-7.5	-2.6	-1.4	-0.7	-0.8	-1.8
> CC(C(=O)NCc1ccco1)n1cc([N+](=O)[O-])cn1 (centres undefined)
  6.7	1.3	-8.6	-2.2	0.1	-10.3	2.8	-7.4
> CCc1ccc(N(C(=O)c2ccoc2C)C(C(=O)NC2CCCC2)c2ccc(OC)cc2)cc1 (centres undefined)
  15.8	3.2	8.1	18.2	-2.4	28.1	-0.1	-0.2
> CC(Nc1nc(-c2ccncc2)nc2ccccc12)c1ccccc1 (centres undefined)
  -3.0	16.1	-6.5	2.3	-6.0	10.8	0.9	-0.7
> CCOC(=O)c1[nH]c(=O)[nH]c1CN(Cc1ccco1)Cc1[nH]c(=O)[nH]c1C(=O)OCC
  -0.7	9.7	-9.8	-12.3	1.2	-0.8	1.7	-10.7
> COC(=O)[C@@H]1C[C@@]2(O)[C@H](O)[C@H](O)[C@H](O)C[C@H]2N1Cc1cc(OC)cc(OC)c1
  1.1	-11.5	16.7	-5.9	2.3	-13.4	-0.1	1.3
> CCC(C)(C)NC(=O)CCn1c(-c2ccccc2)cc(C(C)=O)c1C
  1.0	-3.6	-3.8	2.6	-1.7	-17.3	0.0	-2.0
> CCOC(=O)c1c(-c2ccccc2)cn2ccccc12
  4.2	-6.2	1.5	4.1	2.1	-4.8	-1.7	1.9
> O=C(O)c1ccccc1N1C(=O)c2cccc3cccc(c23)C1=O
  -12.9	-17.2	-6.7	-0.5	1.1	12.1	0.1	-2.2
> C/C(N)=C(/C#N)C(=O)COC(=O)C1CSC2(c3ccc(F)cc3)CCC(=O)N12 (centres undefined)
  15.3	-49.6	-3.6	-10.2	-0.7	-0.3	1.3	0.9
> O=C(OC(C(=O)Nc1ccc(Cl)cc1C(F)(F)F)c1ccccc1)c1c(Cl)cccc1Cl (centres undefined)
  11.8	8.7	-1.6	-0.8	-4.1	13.6	2.5	5.5
> Cc1cc(C(=O)N/N=C/c2c(C)n(C)c3ccccc23)n[nH]1
  -2.2	0.7	-5.5	0.0	0.5	1.9	0.0	1.9
> CC(C)CN(C(=O)COC(=O)c1ccccc1SCC(=O)NC1CCCCCC1)C1CCS(=O)(=O)C1 (centres undefined)
  4.8	9.9	-0.1	-3.6	0.4	-1.1	0.2	-0.5
> O=C(O)/C=C/c1ccc(S(=O)(=O)N2CCN(CCN3C(=O)C4C5C=CC(C5)C4C3=O)CC2)cc1 (centres undefined)
  4.3	7.4	-3.1	0.2	-0.7	-8.6	-0.1	2.7
> Cc1c(C(=O)NCCC2=CCCCC2)cccc1[N+](=O)[O-]
  3.8	28.9	-7.8	1.8	-0.5	3.1	3.0	-5.0

An excerpt of these results, bar-delimited:
smiles | CCR6 antag | Gli-Sufu block | A3G deaminase | CXCR6 block | NR3A LBD binder | EBI2 antag | MPTP inh | APOBEC3A inh
CCOC(=O)c1[nH]c(=O)[nH]c1CN(Cc1ccco1)Cc1[nH]c(=O)[nH]c1C(=O)OCC | -0.7 | 9.7 | -9.8 | -12.3 | 1.2 | -0.8 | 1.7 | -10.7
Cc1cc(C(=O)N/N=C/c2c(C)n(C)c3ccccc23)n[nH]1 | -2.2 | 0.7 | -5.5 | 0.0 | 0.5 | 1.9 | 0.0 | 1.9
